# EBI2 antag – EBI2 receptor antagonists, beta-arrestin recruitment, primary screen, cell-based, luminescence, 7a,25-OHC stimulation, uHTS. hit rate 0.81% among 360,000. G-protein coupled receptor 183 (Homo sapiens), P32249. AID 651636, 2012. inhibition, % at 5 µM. 7a,25-OHC stimulated; in the data active = inhibition above about 38%;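 note: enzyme fragment complementation signal reports receptor beta-arrestin coupling in cells; 0% = agonist plus DMSO wells and 100% = wells without agonist; some results beyond the cut were filed as inactive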
# Target sequence (P32249 whole entry, looked up, the tested form may be a part): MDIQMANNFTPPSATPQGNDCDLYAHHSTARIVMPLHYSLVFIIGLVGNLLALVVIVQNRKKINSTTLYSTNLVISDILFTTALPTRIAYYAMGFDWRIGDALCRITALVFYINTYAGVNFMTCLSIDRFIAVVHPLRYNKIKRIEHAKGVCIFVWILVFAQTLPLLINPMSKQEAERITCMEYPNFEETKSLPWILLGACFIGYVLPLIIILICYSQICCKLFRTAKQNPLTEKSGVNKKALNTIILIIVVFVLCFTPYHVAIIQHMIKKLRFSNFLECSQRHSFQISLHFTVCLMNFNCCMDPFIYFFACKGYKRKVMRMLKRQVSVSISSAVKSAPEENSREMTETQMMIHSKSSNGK
# CXCR6 block – CXCR6 receptor inhibitors, primary screen, cell-based, beta-arrestin, luminescence, CHO-K1 PathHunter, 1536-well; C-X-C chemokine receptor type 6 (Homo sapiens), O00574; inhibition, % at 20 µM; hit rate 0.36% among 360,000; AID 602244, 2012; in the data active = inhibition above about 34%, passing the limit was not always enough;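 note: antagonist mode with CXCL16 agonist at 10 nM final; 0% = 10 nM CXCL16 with DMSO and 100% = unstimulated wells without agonist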
# Target sequence (O00574 whole entry, looked up): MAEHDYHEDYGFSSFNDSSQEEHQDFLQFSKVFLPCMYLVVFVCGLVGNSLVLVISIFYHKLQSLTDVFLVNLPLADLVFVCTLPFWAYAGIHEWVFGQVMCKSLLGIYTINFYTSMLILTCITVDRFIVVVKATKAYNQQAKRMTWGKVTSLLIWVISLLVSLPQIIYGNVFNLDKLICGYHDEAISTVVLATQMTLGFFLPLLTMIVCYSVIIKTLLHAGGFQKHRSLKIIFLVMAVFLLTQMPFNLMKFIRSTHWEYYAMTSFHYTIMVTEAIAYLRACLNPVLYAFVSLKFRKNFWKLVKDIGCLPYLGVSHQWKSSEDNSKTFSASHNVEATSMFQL
# NR3A LBD binder – binders of NR3A ligand-binding domain, primary screen, biophysical, differential scanning fluorimetry, uHTS; Glutamate receptor ionotropic, NMDA 3A (GRIN3A) ligand-binding domain; NR3A LBD differential scanning fluorimetry, Tm shift; 0% = protein alone, 100% = glycine-bound protein; Tm shift relative to glycine control, % at 25 µM; hit rate 2.5% among 340,000; AID 1259313, 2017;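 active = melting temperature shift of at least 10% of the positive control shift, at one fixed dose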
# Gli-Sufu antag – Gli-Sufu pathway antagonists, primary screen, luciferase luminescence, Sufu-KO-LIGHT cells, uHTS | Sufu-KO-LIGHT fibroblasts, Gli luciferase reporter luminescence | inhibition, % at 5 µM | hit rate 0.74% among 340,000 | AID 588413, 2011;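 active = inhibition above about 55%, limit read from the data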;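 note: 0% = DMSO-treated cells and 100% = wells with medium but no cells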
# MPTP block – mitochondrial permeability transition pore inhibitors, primary screen, biochemical, isolated mouse mitochondria, absorbance; Ca2+ swelling absorbance, 30 min; inhibition, % at 10 µM; hit rate 1.4% among 360,000; AID 602449, 2012;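 active = inhibition of 50% or more, scaled per plate between neutral and stimulator controls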;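 note: 0% = DMSO wells given calcium and 100% = 1 mM EGTA wells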
# A3G deaminase – APOBEC3G DNA deaminase inhibitors, primary screen, biochemical, fluorescence, single-stranded DNA substrate, uHTS; DNA dC->dU-editing enzyme APOBEC-3G (Homo sapiens), Q9HC16; inhibition, % at 20 µM; recombinant A3G, ssDNA deamination FAM/TAMRA fluorescence; hit rate 0.28% among 330,000;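 active = inhibition of at least 40% at 20 µM, with no more than 30% in the related APOBEC3A deaminase screen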;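 note: plate controls were DMSO wells with A3G for no effect and wells lacking A3G enzyme for full effect; some compounds called inactive have numbers as strong as hits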
# APOBEC3A inh – APOBEC3A ssDNA deaminase inhibitors, primary screen, selectivity assay for APOBEC3G inhibitor project, biochemical, FAM/TAMRA oligo cleavage fluorescence. DNA dC->dU-editing enzyme APOBEC-3A (Homo sapiens), P31941. inhibition, % at 20 µM. recombinant A3A, FAM/TAMRA ssDNA deamination fluorescence. hit rate 0.41% among 330,000;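 active = at least 40% inhibition at 20 µM here, with at most 30% in a related deaminase screen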;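 note: plate controls were A3A with DMSO for no effect and wells lacking A3A enzyme for full effect; some results filed as inactive read as strong as hits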
# CCR6 antagonist – CCR6 receptor antagonists, primary screen, cell-based, CHO-K1, luminescence, beta-arrestin, uHTS; C-C chemokine receptor type 6 (Homo sapiens), P51684; CHO-K1 CCR6 PathHunter beta-arrestin, CCL20-stimulated; inhibition, % at 20 µM; hit rate 0.49% among 340,000; AID 493098, 2011;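 active = compounds whose inhibition of the agonist-driven luminescence signal at 20 µM reaches about 50%, limit read from the data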;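 note: cells stimulated with CCL20 at 14 nM final; plate controls were DMSO with CCL20 for no effect and DMSO without agonist for full effect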
# Target sequence (P51684 whole entry, looked up): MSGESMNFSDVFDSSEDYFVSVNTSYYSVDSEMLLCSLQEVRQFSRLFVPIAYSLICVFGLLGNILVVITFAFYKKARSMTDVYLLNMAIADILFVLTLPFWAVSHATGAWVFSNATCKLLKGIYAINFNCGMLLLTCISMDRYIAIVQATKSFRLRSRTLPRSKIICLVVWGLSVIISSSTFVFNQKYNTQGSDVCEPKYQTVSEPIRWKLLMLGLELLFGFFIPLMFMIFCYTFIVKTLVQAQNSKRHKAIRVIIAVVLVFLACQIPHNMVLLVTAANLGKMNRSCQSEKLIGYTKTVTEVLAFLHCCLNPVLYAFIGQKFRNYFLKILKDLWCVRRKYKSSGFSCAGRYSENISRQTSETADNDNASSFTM
# * marks the source's active call; other numbers are inactive results.
SMILES,EBI2 antag,CXCR6 block,NR3A LBD binder,Gli-Sufu antag,MPTP block,A3G deaminase,APOBEC3A inh,CCR6 antagonist
COc1cc(/C=C2\SC(=S)N(NC(=O)c3ccccc3OC)C2=O)ccc1O,25,50*,8,-6,15,-4,0,66*
C/C(Cc1ccccc1)=N\NC(=O)CNC(=O)c1ccccc1O,-3,5,-1,-1,0.7,-13,-2,10
CC(=O)Nc1ccc(S(=O)(=O)NC(C)C(=O)NCCc2ccc(F)cc2)cc1 (centres undefined),14,-5,1,-7,-1.0,-1,9,2
CNc1nc(Cl)c(SC)c(NC2CCCCC2)n1,-29,11,0,2,1.7,-7,0,6
COc1cccc(NC(=O)CN2C(=O)NC(C)(c3ccc(C)cc3)C2=O)c1 (centres undefined),0,2,1,-1,-1.3,2,5,11
CCOC(=O)C1=C(c2ccccc2)OC(N)=C(C#N)C1C1CCCCC1 (centres undefined),0,8,-15,7,4.2,-6,0,26
CC1=C(OC(=O)c2ccc(Br)cc2)C(C)(C)C(c2ccccc2)OC1=O (centres undefined),10,9,2,-2,1.0,1,0,18
CC1(OC(=O)C2CCCC2)C(=O)C=C2C=C(c3ccsc3)N(CCc3ccccn3)C=C2C1=O (centres undefined),-9,-16,0,-2,-0.6,-12,-2,-4
Cc1ccc(NC(=O)c2ccc3c(c2)C(=O)N(CC2CCCO2)C3=O)cc1C (centres undefined),74*,6,-2,-3,-0.8,-10,0,19
O=C(CSc1ccccc1)NC1=NCCS1,-7,-9,1,10,0.2,0,2,7
O=C(Nc1ccc2nc3n(c(=O)c2c1)CCCC3)c1ccccc1F,18,5,0,-24,0.1,-5,-2,1
COCCn1c(C)cc(/C=C2/SC(=O)N(C(C)C(=O)OC)C2=O)c1C (centres undefined),-20,6,0,-49,4.3,-2,3,5
O=C(C1CCC1)N1CCN(S(=O)(=O)c2ccc([N+](=O)[O-])cc2)CC1,-3,-17,-3,11,-1.0,-7,-2,-13
CCOC(=O)N1CCN(C(=O)CSc2nnc(-c3cccs3)o2)CC1,-8,-2,-1,-20,-0.1,-5,-1,-7
CCOn1c(=O)c(=O)n(OCc2ccccc2)c2ccccc21,-21,0,3,-1,-2.1,0,6,-10
CCCOc1ccc(N2C(=O)CC(N(Cc3ccccc3)N=O)C2=O)cc1 (centres undefined),-1,0,1,-8,2.5,-8,-1,10
Cc1ccc(Cc2c(C)[nH]c(=S)[nH]c2=O)cc1,0,4,1,4,1.9,-6,-3,-8
COc1ccccc1NC(=O)c1ccc2[nH]c(C)c(C)c2c1,11,3,20*,-44,1.1,-6,-2,6
CC(Sc1nnc2n1CCCCC2)C(=O)Nc1ccc(S(N)(=O)=O)cc1 (centres undefined),0,8,2,-1,1.1,-11,9,5
COc1ccc2c(C)nc(Nc3nc(C)cc(C)n3)nc2c1,1,4,-1,5,-0.2,1,2,-3
Cc1nnsc1S(=O)(=O)Cc1ccccc1Cl,6,4,2,6,3.5,2,0,-2
COc1ccc(N(C)C(=O)CC2(CC(=O)O)CCCCC2)cc1,-15,-5,-1,4,-2.0,-1,-19,-4
COC(=O)c1cccc(C23CC4(C2)[C@H](CN(Cc2ccc(-c5ccccc5)cc2)[C@@H]4c2ccccc2)C3c2ccccc2)c1 (some centres undefined),7,0,1,10,0.1,-4,-4,7
CCC(Cc1ccccc1)NC(=O)C1CCCCC1 (centres undefined),0,4,1,63*,-0.4,-8,3,-2
Clc1ccc(-c2nnc(CSc3nnc(-c4cccs4)n3Cc3ccccc3)o2)cc1,88*,5,0,68*,92*,-9,-4,8
NNC(=O)Nc1cccc(C(F)(F)F)c1,11,-5,0,12,0.8,57*,3,1
CC(CCc1ccccc1)NC(=O)CSc1ccccn1 (centres undefined),-5,8,-1,2,-2.0,-11,4,5
CCn1cc(C(=O)O)c(=O)c2cc(F)c(N3CCN(C(=O)Nc4ccccc4)CC3)cc21,-11,-5,-5,-18,0.8,-8,-3,6
CCOC(=O)c1c(NC(=O)CSc2nc3ccc(C)cc3[nH]2)sc2c1CC(C)(C)NC2(C)C,-2,-2,-2,19,2.2,2,-1,12
Cc1cccc(C)c1NC(=O)c1ccc(-n2cncn2)nc1,-10,-11,0,-25,-1.6,-4,1,-10
CC(=O)N1C(C(=O)O)CSC1c1ccc(C)cc1 (centres undefined),1,1,2,-5,-1.5,-5,1,-19
O=C(N/N=C/c1c(F)cccc1Cl)C1CC1,8,1,-1,13,-0.1,-8,-6,11
Cc1ccc(CN(C)C(=O)c2cccc(S(=O)(=O)N3CCCC3)c2)o1,-6,3,1,-4,-0.7,-6,-4,10
Cc1ccccc1N1CC(C(=O)Nc2ccc(S(=O)(=O)N3CCOCC3)cc2)CC1=O (centres undefined),-3,0,-3,-8,0.3,-10,-2,5
COc1ccc(OC)c(/C=N/NC(=O)C(=O)N2CCCC2)c1,-6,4,2,-23,0.9,-7,4,0
O=C(NC(Cc1c[nH]c2ccccc12)c1nnc2n1CCCCC2)c1ccccc1Cl (centres undefined),-10,4,11*,11,0.0,-5,3,-4
Cc1csc(NC(=O)c2ccc(Cl)cc2[N+](=O)[O-])n1,-15,-10,-2,-72,-0.6,-3,-5,0
COc1cc2c(cc1NC(=O)CSc1nnc(Cc3cccs3)n1C)oc1ccccc12,8,5,-5,7,-8.8,-3,-3,-4
CN(c1ccc(O)cc1)c1nc(-c2cccs2)cs1,5,-4,-5,-34,8.4,-6,-3,6
CC(C)c1c(C(=O)N/N=C/c2cccs2)nnn1-c1nonc1N,-6,-3,7,2,-1.1,-3,1,1
Cc1ccc(S(=O)(=O)Nc2ccc3ncccc3c2)cc1,-1,-10,-1,39,85*,-13,-4,15
COc1cc(/C=C/C(=O)OCC(=O)N2CCCCCC2)ccc1OCC#N,-10,-5,0,-58,-0.6,-1,2,-6
CCc1ccccc1N1C(=O)[C@@H]2Cc3ccccc3CN2C1=O,-3,-6,1,-3,2.0,6,3,-1
OCCN1CCN(C(=S)Nc2ccccc2)CC1,-12,-3,0,2,0.0,-2,-1,-3
CC(C)CC1(C)NC(=O)N(CC(=O)N2C(C)CCCC2C)C1=O (centres undefined),6,14,1,2,0.4,-5,-3,11

# A different layout for part of the listing above.
# The line under a structure holds: EBI2 antag | CXCR6 block | NR3A LBD binder | Gli-Sufu antag | MPTP block | A3G deaminase | APOBEC3A inh | CCR6 antagonist
COc1cc(/C=C/C(=O)OCC(=O)N2CCCCCC2)ccc1OCC#N
    -10 | -5 | 0 | -58 | -0.6 | -1 | 2 | -6
CCc1ccccc1N1C(=O)[C@@H]2Cc3ccccc3CN2C1=O
    -3 | -6 | 1 | -3 | 2.0 | 6 | 3 | -1
CC(C)CC1(C)NC(=O)N(CC(=O)N2C(C)CCCC2C)C1=O (centres undefined)
    6 | 14 | 1 | 2 | 0.4 | -5 | -3 | 11
Cc1csc(NC(=O)c2ccc(Cl)cc2[N+](=O)[O-])n1
    -15 | -10 | -2 | -72 | -0.6 | -3 | -5 | 0
CC(=O)N1C(C(=O)O)CSC1c1ccc(C)cc1 (centres undefined)
    1 | 1 | 2 | -5 | -1.5 | -5 | 1 | -19

# Next section
SMILES,EBI2 antag,CXCR6 block,NR3A LBD binder,Gli-Sufu antag,MPTP block,A3G deaminase,APOBEC3A inh,CCR6 antagonist
CC(OC(=O)CCc1nc2ccccc2c(=O)[nH]1)C(=O)c1ccc(C(C)(C)C)cc1 (centres undefined),11,-6,-3,-1,96*,-8,6,14
Cc1cc(C)nc(/N=C(\N)Nc2ccc(OCCC(C)C)cc2)n1,-19,-3,-1,26,100*,2,6,-1
CCc1ccc(/C(C)=N/Nc2cc(Cl)nc(C)n2)cc1,-27,-5,-4,1,1.6,-7,9,-6
CCc1nc(SCc2ccc(Br)cc2)n[nH]1,-10,8,-1,-41,-0.5,-11,-4,4
O=C(c1ccc(F)cc1)C(C(=O)N1CCCCC1)n1ccccc1=O (centres undefined),-1,1,-1,-4,-0.6,-9,-2,1
CC(C(=O)OCC(=O)NC1CCCC1)N1C(=O)c2ccccc2C1=O (centres undefined),10,0,-1,8,0.4,1,0,5
CC(NS(=O)(=O)c1ccc2c(c1)CC(C)N2C(=O)C1CC1)c1ccccc1 (centres undefined),1,-7,3,-6,0.7,-6,-4,7
COC(=O)c1ccc([N+](=O)[O-])c(CS(=O)(=O)c2ccc(Cl)cc2)c1,1,-2,0,9,-1.3,-4,-3,8
COc1ccc2nc(SCC(=O)Nc3ccc(S(=O)(=O)Nc4nccc(C)n4)cc3)[nH]c2c1,-13,2,1,1,0.5,-11,-1,-15
COc1cc(NC(=O)Cn2c(-c3cncs3)nc3ccccc32)cc(OC)c1OC,10,9,-1,5,-2.0,-3,-1,38
O=C(Cn1cc2c(n1)CCCC2)N1CCOCC1,-3,5,2,3,0.0,3,3,-8
C[C@H](CO)N1C[C@H](C)[C@@H](CN(C)C(=O)Nc2ccc(C(F)(F)F)cc2)Oc2ccc(NC(=O)Cc3ccccc3)cc2C1=O,-15,-4,-10,-2,0.0,-1,0,4
Nc1cc(C(F)(F)F)cc([N+](=O)[O-])c1N,-5,8,0,1,0.4,-5,-1,10
Cc1ccc2nc(NC(=O)CN3C(=O)NC4(CCCC4)C3=O)sc2c1,22,2,0,-34,-0.4,-4,6,13
Nc1c(S(=O)(=O)c2ccccc2)nnn1-c1ccccc1,3,2,-1,2,1.1,-3,-1,-1
C/C(Cn1nc([N+](=O)[O-])cc1C)=N\NC(=O)c1ccc(C(C)(C)C)cc1,-4,0,-2,6,-0.8,-5,-4,9
CCC(C(=O)N1CCC(N2CCCCC2)CC1)n1nc(C)c2sc3ccccc3c2c1=O (centres undefined),5,7,1,18,-0.3,1,0,20
Cc1n[nH]c(C)c1CN(C)C(=O)C1CCC(=O)N(CCc2cccc(F)c2)C1 (centres undefined),-4,3,0,3,-0.1,-3,0,16
CC(=O)OCC(=O)NCc1ccc2c(c1)OCO2,3,1,-1,-1,2.6,-2,0,-10
CCOc1ccc(-c2nnc(-c3ccncc3)o2)cc1OCC,0,-6,3,-7,1.8,-2,3,-5
O=C(CN1C(=O)c2ccccc2S1(=O)=O)NC1CCCCCC1,-13,-3,0,-4,-1.8,-5,0,3
Cc1cc(C)n2nc(-c3ccc(F)cc3)nc2n1,-9,-1,-1,6,-0.4,-4,0,-6
O=C(NCc1ccco1)C1CCCCN1S(=O)(=O)c1ccc(F)cc1 (centres undefined),4,-1,2,-2,1.5,-6,-4,4
COC(=O)c1ccc(NC(=O)Cn2c([N+](=O)[O-])cnc2C)cc1,1,-6,7,31,-0.1,-4,-3,17
CCN1CCN(c2nc3c(C)cccn3c(=O)c2/C=C(\C#N)C(=O)NC)CC1,1,-4,3,46,-0.4,-5,0,16
Cc1ccc(S(=O)(=O)N2CCC(C(=O)N[C@H](C(=O)NCC3CCCO3)C(C)C)CC2)cc1 (some centres undefined),-6,4,1,0,1.8,-2,-4,9
COc1cccc(NC(=O)c2ccncc2)c1,-2,-2,-3,-9,0.1,-1,-1,-7
CCOC(=O)C1=C(COC(=O)[C@H](C)NS(=O)(=O)c2ccc(NC(C)=O)cc2)NC(=O)NC1C (some centres undefined),-15,-2,2,4,-1.7,-10,-7,1
CCOc1ccc(OCCNC(=O)c2cc(C3CC3)nc3c2cnn3C(C)C)cc1,17,7,-3,-6,0.1,-6,1,20

# High-throughput results deposited in PubChem BioAssay by Sanford-Burnham Center for Chemical Genomics.

# An unsorted share of the library; about 5.8% have a hit in one of these screens.
